GDH-TPI inh = inhibits GDH-TPI coupling enzymes, artifact for Mtb FBA screen; hit rate 1.2% among 360,000; GDH-TPI coupled enzyme counterscreen, NADH absorbance; inhibition, % at 4.8 µM; in the data active = inhibition above about 30%;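 note: 0% = DMSO wells and 100% = wells lacking the enzyme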
SARS 3CLpro inh = SARS-CoV 3CLpro protease inhibition; P0C6X7; recombinant SARS-CoV 3CLpro, quenched FRET peptide cleavage; inhibition, % at 6 µM; hit rate 0.14% among 290,000; AID 1706; in the data active = inhibition above about 12%
BH1578 lux ind = induces V. cholerae light production without autoinducers; V. cholerae BH1578 lux reporter, luminescence, 6 h; activation, % at 18.7 µM; hit rate 0.16% among 350,000; in the data active = activation mostly above about 9.7%, no sharp cut-off; note: not every result past the cut was called active; inactives centre near 0; reference of the scale not given here
UGM FP inh = blocks M. tuberculosis UGM enzyme; P9WIQ1; purified UGM, fluorescence polarization probe displacement; inhibition, % at 10 µM; hit rate 0.06% among 320,000; AID 504406; in the data active = inhibition above about 10%, passing the limit was not always enough
Rv3671c inh = inhibits the M. tuberculosis serine protease Rv3671c; hit rate 0.048% among 320,000; inhibition, % at 5.96 µM; in the data active = inhibition above about 38%;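 note: extracellular domain of Rv3671c used as enzyme; 0% = enzyme with DMSO and 100% = no enzyme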
Target sequence (P9WHR9 whole entry, looked up, the tested form may be a part): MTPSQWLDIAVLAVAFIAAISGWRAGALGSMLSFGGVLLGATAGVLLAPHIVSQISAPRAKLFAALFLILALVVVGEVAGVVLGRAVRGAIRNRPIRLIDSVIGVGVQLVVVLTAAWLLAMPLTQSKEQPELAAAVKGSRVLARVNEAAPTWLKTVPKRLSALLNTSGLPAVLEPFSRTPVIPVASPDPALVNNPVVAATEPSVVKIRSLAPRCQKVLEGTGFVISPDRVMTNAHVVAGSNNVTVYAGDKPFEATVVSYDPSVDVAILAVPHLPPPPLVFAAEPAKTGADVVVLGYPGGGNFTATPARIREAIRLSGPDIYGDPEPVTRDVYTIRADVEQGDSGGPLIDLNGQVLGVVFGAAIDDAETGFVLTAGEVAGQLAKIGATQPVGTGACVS
MazF activator = MazEF (E. coli) toxin RNase activation; P0AE70; FAM/BHQ RNA-DNA oligo cleavage fluorescence, 5 h; activation, % at 20 µM; hit rate 0.32% among 350,000; AID 504720; in the data active = activation above about 50%
Target sequence (P0AE70 whole entry, looked up): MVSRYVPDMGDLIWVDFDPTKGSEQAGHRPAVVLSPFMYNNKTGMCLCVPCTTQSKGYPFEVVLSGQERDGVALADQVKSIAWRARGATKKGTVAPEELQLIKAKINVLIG
PriA SSB inh = K. pneumoniae PriA-SSBct interaction inhibition; AlphaScreen SSBct-PriA binding, biotinylated peptide; inhibition, % at 33 µM; hit rate 0.6% among 430,000; in the data active = inhibition mostly above about 37%, no sharp cut-off; inactive = mostly below about 20%;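 note: plate controls were negative control peptide for no effect and reference peptide for full effect; strong numbers were not always called active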
Mtb FBA inh = inhibitors of M. tuberculosis fructose-bisphosphate aldolase | P9WQA3 | purified M. tuberculosis FBA, fluorescence read-out | inhibition, % at 1 µM | hit rate 2.3% among 360,000 | AID 588726; in the data active = inhibition above about 27%;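 note: 0% = vehicle and 100% = reference inhibitor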
BioA inh = inhibitors of Mycobacterium tuberculosis BioA enzyme. purified M. tuberculosis BioA enzyme, plate reader. inhibition, % at 9.99 µM. hit rate 0.096% among 360,000. AID 602481; in the data active = inhibition above about 40%
DUSP3 inh = inhibitors of human VHR1 phosphatase (DUSP3). P51452. recombinant VHR phosphatase, pNPP absorbance. inhibition, % at 13.3 µM. hit rate 0.52% among 290,000. AID 1654; in the data active = inhibition above about 50%; note: some compounds called inactive have numbers as strong as hits
Target sequence (P51452 whole entry, looked up): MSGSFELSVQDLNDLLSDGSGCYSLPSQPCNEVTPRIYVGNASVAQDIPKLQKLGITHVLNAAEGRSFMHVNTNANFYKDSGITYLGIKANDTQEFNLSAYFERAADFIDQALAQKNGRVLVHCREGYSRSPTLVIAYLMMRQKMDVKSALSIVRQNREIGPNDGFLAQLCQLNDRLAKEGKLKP
* marks the source's active call; other numbers are inactive results.

What do the screens show for `CCN1C(=O)C(O)(CC(=O)c2cccc(-n3cccc3)c2)c2ccccc21` (centres undefined)?
GDH-TPI inh: -6; SARS 3CLpro inh: 1; BH1578 lux ind: -0.4; UGM FP inh: 0.8; Rv3671c inh: -4; MazF activator: -4; PriA SSB inh: 19; Mtb FBA inh: 0; BioA inh: 2.9; DUSP3 inh: -4

How did CCOC(=O)c1ccccc1NC(=O)CC(C)CC(=O)O (centres undefined) do in these assays?
GDH-TPI inh: -7; SARS 3CLpro inh: 0; BH1578 lux ind: inactive; UGM FP inh: -0.5; Rv3671c inh: 1; MazF activator: 12; PriA SSB inh: 6; Mtb FBA inh: 6; BioA inh: -1.2; DUSP3 inh: -6

What do the screens show for `Cc1cc(C)c2nc(N3CCC(C(=O)NCc4ccccn4)CC3)sc2c1`?
GDH-TPI inh: 5; SARS 3CLpro inh: -2; BH1578 lux ind: inactive; UGM FP inh: -2.2; Rv3671c inh: 3; MazF activator: 2; PriA SSB inh: 7; Mtb FBA inh: 1; BioA inh: -2.6; DUSP3 inh: 45

Results for COc1cccc(-n2c(=O)c3ccccc3n3c(=S)[nH]nc23)c1 ?
GDH-TPI inh: 0; SARS 3CLpro inh: -6; BH1578 lux ind: inactive; UGM FP inh: 0.9; Rv3671c inh: 3; MazF activator: 6; PriA SSB inh: -1; Mtb FBA inh: 0; BioA inh: -1.8; DUSP3 inh: 19

How did O=C(C[C@H]1C/C=C\CC[C@H](Cc2ccc(F)cc2)C(=O)OCCNC1=O)NCCO do in these assays?
GDH-TPI inh: -3; BH1578 lux ind: inactive; UGM FP inh: 4.9; Rv3671c inh: -1; MazF activator: -6; PriA SSB inh: -15; Mtb FBA inh: 0; BioA inh: -1.6

How did COC(=O)C1=C(N)Oc2cc(C)[nH]c(=O)c2C1c1ccncc1 (centres undefined) do in these assays?
GDH-TPI inh: -10; SARS 3CLpro inh: 0; BH1578 lux ind: 4.5; UGM FP inh: 3.5; Rv3671c inh: -11; MazF activator: -9; PriA SSB inh: -14; Mtb FBA inh: 2; BioA inh: -1.5; DUSP3 inh: -6

Results for COc1cccc(C(=O)Nc2ccccc2F)c1 ?
GDH-TPI inh: 4; SARS 3CLpro inh: 0; BH1578 lux ind: -0.2; UGM FP inh: 2.6; Rv3671c inh: -5; MazF activator: 7; PriA SSB inh: -11; Mtb FBA inh: 0; BioA inh: -0.5; DUSP3 inh: -4

What do the screens show for `CC(C)(C)CC(=O)Nc1ccc(S(=O)(=O)N2CCCC2)cc1`?
GDH-TPI inh: -2; SARS 3CLpro inh: -3; BH1578 lux ind: 4.2; UGM FP inh: 2.4; Rv3671c inh: 7; MazF activator: 8; PriA SSB inh: -14; Mtb FBA inh: 5; BioA inh: 1.2; DUSP3 inh: -31

What do the screens show for `Oc1ccc(Cl)cc1CNCc1ccc(F)cc1`?
GDH-TPI inh: 0; BH1578 lux ind: -0.4; UGM FP inh: 2.0; Rv3671c inh: 8; MazF activator: 8; PriA SSB inh: -8; Mtb FBA inh: -1; BioA inh: 0.0

What do the screens show for `COc1ccc(C(O)c2ccccc2OP(=O)(N(C)C)N(C)C)cc1` (centres undefined)?
GDH-TPI inh: 3; SARS 3CLpro inh: 6; BH1578 lux ind: -0.2; UGM FP inh: 1.3; Rv3671c inh: 5; MazF activator: -4; PriA SSB inh: -2; Mtb FBA inh: -3; DUSP3 inh: -13

How did COc1ccc(Cl)cc1CN1CCOCC1 do in these assays?
GDH-TPI inh: 10; SARS 3CLpro inh: -1; BH1578 lux ind: -0.2; UGM FP inh: -0.3; Rv3671c inh: 0; MazF activator: -8; PriA SSB inh: -1; Mtb FBA inh: 2; BioA inh: -2.1; DUSP3 inh: 16

How did CC(C)c1cccc(C(C)C)c1NC(=O)CN(C)C1CCS(=O)(=O)C1 (centres undefined) do in these assays?
GDH-TPI inh: 5; BH1578 lux ind: -0.4; UGM FP inh: -3.0; Rv3671c inh: 3; MazF activator: 4; PriA SSB inh: -14; Mtb FBA inh: -2; BioA inh: -0.7

How did O=C(CCNC(=O)C1CCN(S(=O)(=O)c2ccccc2)CC1)NCCc1ccc(Cl)cc1 do in these assays?
GDH-TPI inh: -1; SARS 3CLpro inh: 3; BH1578 lux ind: -0.4; UGM FP inh: -2.0; Rv3671c inh: 3; MazF activator: -5; PriA SSB inh: -1; Mtb FBA inh: 1; BioA inh: 0.6; DUSP3 inh: 6

What do the screens show for `CN(C)S(=O)(=O)c1ccc(C(=O)OCC2CC2(Cl)Cl)cc1` (centres undefined)?
GDH-TPI inh: -6; SARS 3CLpro inh: 10; BH1578 lux ind: -0.5; UGM FP inh: 0.6; Rv3671c inh: 10; MazF activator: 6; PriA SSB inh: -7; Mtb FBA inh: 0; BioA inh: 0.5; DUSP3 inh: 21

Results for CC(C)n1cnc2c(NCc3ccccc3)cc(OCC3CCN(C)CC3)cc21 ?
GDH-TPI inh: 7; BH1578 lux ind: -4.5; UGM FP inh: -4.4; Rv3671c inh: -23; MazF activator: 1; PriA SSB inh: 53*; Mtb FBA inh: 0; BioA inh: 5.3

How did O=C(OCC#CCSc1nnc(-c2ccc(Br)cc2)o1)c1ccco1 do in these assays?
GDH-TPI inh: -9; SARS 3CLpro inh: -5; BH1578 lux ind: -5.4; UGM FP inh: 2.6; Rv3671c inh: -4; MazF activator: 2; PriA SSB inh: -6; Mtb FBA inh: 1; DUSP3 inh: 21

How did O=C(NC1CC(=O)N(c2ccc3c(c2)OCCO3)C1)N1CCCCC1 (centres undefined) do in these assays?
GDH-TPI inh: 8; BH1578 lux ind: inactive; UGM FP inh: 0.6; Rv3671c inh: 0; MazF activator: 0; PriA SSB inh: -12; Mtb FBA inh: 6; BioA inh: 0.0

Results for O=C(COC(=O)c1cc(=O)[nH]c(=O)[nH]1)Nc1cccc(S(=O)(=O)N2CCCCC2)c1 ?
GDH-TPI inh: 0; SARS 3CLpro inh: -1; BH1578 lux ind: inactive; UGM FP inh: -2.5; Rv3671c inh: 0; MazF activator: 11; PriA SSB inh: -9; Mtb FBA inh: 0; BioA inh: -0.7; DUSP3 inh: 8

Results for CCS(=O)(=O)Nc1c(C(=O)O)[nH]c2ccccc12 ?
GDH-TPI inh: -3; SARS 3CLpro inh: -2; BH1578 lux ind: -0.3; UGM FP inh: 0.0; Rv3671c inh: 8; MazF activator: 1; PriA SSB inh: 16; Mtb FBA inh: 46*; BioA inh: 1.4; DUSP3 inh: 14

How did CCOc1ccc(C(=O)COC(=O)Cn2[nH]c(=O)c3ccccc3c2=O)cc1 do in these assays?
GDH-TPI inh: -5; BH1578 lux ind: -1.2; MazF activator: 6; Mtb FBA inh: 4; BioA inh: -0.7

How did CCOC(=O)c1csc(N/N=C2\CCCc3ccccc32)n1 do in these assays?
GDH-TPI inh: 5; SARS 3CLpro inh: -4; BH1578 lux ind: inactive; UGM FP inh: 1.0; Rv3671c inh: -5; MazF activator: -5; Mtb FBA inh: -2; BioA inh: 2.4; DUSP3 inh: 14

How did Oc1ccc(C(=S)N2CCCCCC2)cc1 do in these assays?
GDH-TPI inh: 0; SARS 3CLpro inh: 4; BH1578 lux ind: -0.3; UGM FP inh: -1.0; Rv3671c inh: -5; MazF activator: 5; PriA SSB inh: -7; Mtb FBA inh: 0; BioA inh: 1.3; DUSP3 inh: -6

Results for COCCNC(=O)/C(C#N)=C/c1cn(CC(=O)NCc2ccco2)c2ccccc12 ?
GDH-TPI inh: 18; SARS 3CLpro inh: -6; BH1578 lux ind: -2.1; UGM FP inh: -1.0; Rv3671c inh: -1; MazF activator: 5; PriA SSB inh: -2; Mtb FBA inh: 0; BioA inh: -1.4; DUSP3 inh: 13

How did O=C(NCC1(O)CCCCC1)C1CCC(=O)N(CCc2ccccc2)C1 (centres undefined) do in these assays?
GDH-TPI inh: -9; SARS 3CLpro inh: -4; BH1578 lux ind: -0.8; UGM FP inh: 2.3; Rv3671c inh: -1; MazF activator: 10; PriA SSB inh: -11; Mtb FBA inh: -4; BioA inh: -1.6; DUSP3 inh: 14

How did Cc1ccc(S(=O)(=O)Cn2nnnc2C(c2ccc(F)cc2)N2CCCCC2)cc1 (centres undefined) do in these assays?
GDH-TPI inh: -3; SARS 3CLpro inh: -2; BH1578 lux ind: inactive; UGM FP inh: 0.7; Rv3671c inh: -5; MazF activator: 1; PriA SSB inh: 1; Mtb FBA inh: 0; BioA inh: -0.3; DUSP3 inh: 8

Results for COc1ccc(CNC(=O)C[C@H]2C[C@H](C(=O)N(C(C)C)C(C)C)[C@@]3(C)c4[nH]c5cc(-c6ccco6)ccc5c4CCN3C2=O)cc1OC ?
GDH-TPI inh: 4; BH1578 lux ind: -0.9; MazF activator: 4; PriA SSB inh: 1; Mtb FBA inh: 19; BioA inh: -0.7

Results for C=CCN(CC=C)CCOc1ccccc1F ?
GDH-TPI inh: 1; SARS 3CLpro inh: 2; BH1578 lux ind: inactive; UGM FP inh: -2.4; Rv3671c inh: -2; MazF activator: 4; PriA SSB inh: -19; Mtb FBA inh: 1; DUSP3 inh: 5

How did Cc1ccc(CNCc2cccnc2)cc1 do in these assays?
GDH-TPI inh: 2; SARS 3CLpro inh: 3; BH1578 lux ind: inactive; UGM FP inh: -0.7; Rv3671c inh: -2; MazF activator: 4; PriA SSB inh: -20; Mtb FBA inh: 0; BioA inh: -1.0; DUSP3 inh: 46

Results for COc1ccc(-c2nc(CCNC(=O)c3ccco3)cs2)cc1OC ?
GDH-TPI inh: -10; SARS 3CLpro inh: -1; BH1578 lux ind: -0.1; UGM FP inh: 0.8; Rv3671c inh: -2; MazF activator: 3; PriA SSB inh: -2; Mtb FBA inh: 26; BioA inh: 9.8; DUSP3 inh: -23

What do the screens show for `CCc1ccc2nc(NC(=O)c3ccc4c(=O)[nH]c(CN5CCOCC5)nc4c3)sc2c1`?
SARS 3CLpro inh: -1; UGM FP inh: -1.8; Rv3671c inh: -8; MazF activator: 17; PriA SSB inh: -3; DUSP3 inh: 80

What do the screens show for `CCOC(=O)CN1C(=O)S/C(=C/c2ccc(OCc3ccc(C(=O)O)cc3)cc2)C1=O`?
GDH-TPI inh: 0; SARS 3CLpro inh: 3; BH1578 lux ind: inactive; UGM FP inh: 2.6; Rv3671c inh: -4; MazF activator: 11; PriA SSB inh: 7; Mtb FBA inh: 2; BioA inh: 0.1

What do the screens show for `CCOc1ccc(CCNC(=O)c2c(C)nn(-c3ccccc3)c2Cl)cc1OCC`?
GDH-TPI inh: 4; SARS 3CLpro inh: -1; BH1578 lux ind: inactive; UGM FP inh: -2.2; Rv3671c inh: 7; MazF activator: 6; PriA SSB inh: -4; Mtb FBA inh: 3; BioA inh: 0.0; DUSP3 inh: -5

How did COc1ccccc1/C=N/NC(=O)c1cccc(NC(=O)c2ccccc2C)c1 do in these assays?
GDH-TPI inh: 7; SARS 3CLpro inh: -2; BH1578 lux ind: -0.2; UGM FP inh: -0.5; Rv3671c inh: -12; MazF activator: 7; Mtb FBA inh: 0; BioA inh: -1.1; DUSP3 inh: 14

How did COC(=O)C1=C(C)Nc2ncnn2C1c1cccnc1 (centres undefined) do in these assays?
GDH-TPI inh: 7; SARS 3CLpro inh: 0; UGM FP inh: -6.1; Rv3671c inh: 4; MazF activator: 6; PriA SSB inh: -4; Mtb FBA inh: 3; BioA inh: -0.4; DUSP3 inh: -1

Results for COc1cc(CN2CCC(C(=O)NC(c3ccc(F)cc3)c3ccc4ccccc4n3)CC2)cc(OC)c1 (centres undefined) ?
GDH-TPI inh: 4; BH1578 lux ind: -0.1; Mtb FBA inh: -1; BioA inh: -3.1

This is a subset, so the mix of outcomes need not match the whole.
